p97 ATPase inh – human p97 ATPase inhibition | recombinant p97 ATPase, Kinase-Glo ATP luminescence, 3 h | AID 1481 | inhibition, % at 8 µM | P55072 | 220,000 tested, 0.42% active; in the data active = inhibition above about 15%;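 note: 0% = DMSO vehicle and 100% = wells lacking enzyme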
Ba/F3 V617F tox – lowers viability of Ba/F3 cells expressing EpoR and JAK2V617F. ATP luminescence. inhibition, % at 5.6 µM. 220,000 tested, 1.1% active;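 active = inhibition above the campaign mean plus 3 SD over all tested compounds, cut at about 24% in these data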;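 note: cytokine-independent growth of Ba/F3 cells driven by EpoR plus mutant JAK2; 0% = DMSO-treated cells and 100% = JAK inhibitor I control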
Furin inh – inhibitors of human furin. inhibition, % at 30 µM. 220,000 tested, 0.061% active. purified furin, fluorogenic substrate cleavage. P09958. AID 463115; in the data active = inhibition above about 25%; note: inactives centre near -15
Target sequence (P09958 108-714 limits assumed): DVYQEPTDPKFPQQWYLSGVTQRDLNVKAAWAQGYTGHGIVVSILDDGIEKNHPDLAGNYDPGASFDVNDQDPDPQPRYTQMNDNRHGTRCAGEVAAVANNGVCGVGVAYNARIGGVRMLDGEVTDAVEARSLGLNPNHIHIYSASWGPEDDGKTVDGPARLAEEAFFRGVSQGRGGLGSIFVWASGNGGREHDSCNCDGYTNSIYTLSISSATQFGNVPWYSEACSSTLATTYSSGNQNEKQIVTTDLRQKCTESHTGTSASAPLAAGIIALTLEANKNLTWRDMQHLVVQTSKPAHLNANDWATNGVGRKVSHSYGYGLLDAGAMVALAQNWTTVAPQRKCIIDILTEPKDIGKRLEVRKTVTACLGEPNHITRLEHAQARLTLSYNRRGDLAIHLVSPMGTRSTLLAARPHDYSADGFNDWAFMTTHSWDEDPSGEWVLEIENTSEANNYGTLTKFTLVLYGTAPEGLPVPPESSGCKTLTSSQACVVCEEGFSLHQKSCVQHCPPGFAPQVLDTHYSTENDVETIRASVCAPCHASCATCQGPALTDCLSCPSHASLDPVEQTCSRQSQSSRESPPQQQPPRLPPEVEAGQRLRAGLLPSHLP
NCF1 inh – inhibitors of human p47phox binding. P14598. 220,000 tested, 0.53% active. inhibition, % at 24.7 µM. p47phox/p22phox peptide binding, fluorescence polarization, 2 h. AID 1274;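 active = inhibition above about 30%, limit read from the data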;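 note: 0% = p47phox with labelled peptide and 100% = labelled peptide alone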
Target sequence (P14598 whole entry, looked up): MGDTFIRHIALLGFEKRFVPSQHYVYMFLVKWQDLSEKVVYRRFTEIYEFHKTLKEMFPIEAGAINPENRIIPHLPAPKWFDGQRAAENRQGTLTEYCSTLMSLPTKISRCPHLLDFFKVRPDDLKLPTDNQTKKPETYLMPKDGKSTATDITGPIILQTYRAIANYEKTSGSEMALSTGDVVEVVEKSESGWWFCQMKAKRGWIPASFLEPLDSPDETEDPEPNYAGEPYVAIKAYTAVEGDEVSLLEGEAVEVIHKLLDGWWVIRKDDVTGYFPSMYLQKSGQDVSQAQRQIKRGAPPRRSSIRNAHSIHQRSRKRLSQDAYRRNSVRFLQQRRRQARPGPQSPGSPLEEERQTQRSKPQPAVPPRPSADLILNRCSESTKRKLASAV
PPC-1+TRAIL kill – compounds killing PPC-1 cancer cells with TRAIL present (potentiator screen, no TRAIL-free arm). PPC-1 cells + TRAIL, ATPLite viability luminescence. cell killing (% activity), % at 4 µM. 220,000 tested, 0.41% active. AID 1443;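 active = cell killing above 50% in the first pass at 4 µM, then a duplicate retest at 5 µM averaging 50% or more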;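 note: plate controls were cells with TRAIL plus DMSO for no effect and medium-only wells lacking cells for full effect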
RBBP9 inh – human RBBP9 hydrolase inhibition; O75884; recombinant RBBP9, FP-Rh probe fluorescence polarization; inhibition, % at 7.94 µM; 220,000 tested, 0.2% active;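 active = inhibition above the campaign mean of all tested compounds plus 3 SD, cut at about 14% in these data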;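 note: plate controls were DMSO wells with RBBP9 for no effect and wells lacking RBBP9 protein for full effect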
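System: RBBP9 protein / Quantity: 2.5 µM RBBP9 dispensing solution, before mixing / Also added: Serine-hydrolase probe FP-Rh, 375 nM pre-mixing / Dosing: 7.94 µM single dose, 0.794% DMSO / Timing: enzyme-compound preincubation 30 min, then probe labeling 45 min, 25 °C / Signal: FP readout at 525/598 nm / Controls: DMSO-treated enzyme wells and wells lacking RBBP9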
Tb hexokinase – T. brucei hexokinase 1 inhibition; recombinant TbHK1, G6PDH-coupled NADH A340; inhibition, % at 10 µM; 220,000 tested, 0.11% active; AID 1430;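 active = inhibition of 50% or more in the single-dose primary screen; inactive = inhibition below 50%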
PGE2 EP2 inh – inhibitors of human EP2 prostaglandin E2 receptor; P43116; C6 glioma cells expressing human EP2, cAMP TR-FRET; cells stimulated with saturating PGE2; AID 1422; inhibition, % at 25 µM; 260,000 tested, 0.52% active;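 active = percent inhibition above 40 after rounding to a whole number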;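 note: rat C6 glioma host cells with rolipram phosphodiesterase inhibitor present; the protocol text gives 20 µM as final concentration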
BaF3 parental – parental Ba/F3 viability inhibition as JAK2V617F counter-screen; 220,000 tested, 1.1% active; AID 1486; inhibition, % at 5.6 µM; CellTiter-Glo ATP luminescence;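 active = inhibition above a per-campaign cutoff, the mean inhibition of all tested compounds plus 3 SD, cut at about 27% in these data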;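 note: 0% = DMSO wells and 100% = JAK Inhibitor I control wells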
* hit, by the source's call; x = not tested or not shown; & = joins results of further samples; [ ] = remark or other dose.

SMILES	p97 ATPase inh	Ba/F3 V617F tox	Furin inh	NCF1 inh	PPC-1+TRAIL kill	RBBP9 inh	Tb hexokinase	PGE2 EP2 inh	BaF3 parental
O=C(NCCc1ccccc1)C1c2ccccc2C(=O)N1Cc1cccs1 (stereo not given)	4	-2	-20	-11	16	2	-1	-2	3
Clc1ccc(OCCn2c(-c3ccco3)nc3ccccc32)cc1	-4	0	-13[20 µM]	-48	-11	-7	4	13	6
Cc1c(NC(=S)NC(C)(C)C)c(=O)n(-c2ccccc2)n1C	3	-2	-16	-1	24	-4	-2	6	3
CC1Oc2ccccc2N(Cc2ccccc2Cl)C1=O (stereo not given)	-1	-2	-16	-12	14	6	6	8	8
CC(C)(C)n1nc2c(c1NC(=O)COc1ccccc1F)CS(=O)(=O)C2	3	-1	-27	-4	18	-3	2	3	10
COc1ccccc1/C=C1/SC(=O)N(CCC(=O)Nc2ccc(S(=O)(=O)Nc3nccs3)cc2)C1=O	0	-1	-12	-48	-8	-5	3	4	4
CC1(C)CN(c2cccc(-c3ccnc4ncnn34)c2)C1=O	4	-2	-10	-3	11	-2	-4	4	5
O=C(CCCCC(=O)NCc1cccs1)NCc1cccs1	0	-3	-14[20 µM]	-10	8	-3	4	11	0
COc1nc(-c2ccc(Cl)cc2)ccc1-c1noc(-c2ccco2)n1	-1	-1	-12[20 µM]	-40	-5	0	-13	1	5
CCC(c1nnnn1CCc1ccccc1)N(Cc1ccco1)Cc1cc2cccc(C)c2[nH]c1=O (stereo not given)	-8	1	-13	-29	17	-11	20	12	5
CCOC(=O)NC(=S)Nc1ccc(C(C)(C)C)cc1Br	3	-4	-10	-12	34	-8	-7	15	0
N#C/C(=C(/O)CN1CCCC1)c1nc(-c2ccccc2)cs1	3	2	-10	-11	-9	-3	-39	7	0
O=C1OC(C(=O)Nc2nccs2)Cc2ccccc21 (stereo not given)	5	-1	-23[20 µM]	-12	6	-10	-1	7	0
O=C1C2C(C(=O)N1/N=C/c1cccc([N+](=O)[O-])c1)C1C=CC2C12CC2 (stereo not given)	5	-5	-23	-7	7	9	-3	10	-3
CC(C)[C@H](NC(=O)c1ccccc1)C(=O)OCC(=O)Nc1ccc2c(c1)OCCO2	-1	-1	-6	1	14	-5	0	6	1
O=C(CCCCn1c(=O)c2ccccc2n(CC(=O)Nc2cccc(F)c2)c1=O)NCc1ccco1	1	-1	-21	-12	10	-1	-3	10	4
CCc1ccc(NC(=S)N(Cc2ccccc2)Cc2ccccn2)cc1	2	1	-24	-11	-9	7	-1	18	5
CCOC(=O)CC(Nc1nc(N2CCOCC2)nc(N2CCOCC2)n1)c1ccccc1Cl (stereo not given)	3	1	-21	-4	20	-6	0	10	7
Cc1ccccc1NC(=O)Cc1cn(C)c2ccccc12	-3	-2	-8[20 µM]	-2	4[5 µM]	-3	-3	12	4
Nc1cc(Cl)c(N)cc1Cl	8	1	-29	-3	-8	-1	-1	2	2
CNC(=O)/C(C#N)=C/c1ccc(-c2ccccc2[N+](=O)[O-])o1	5	-6	-8	-8	8	-5	-23	10	0
CCCc1[nH][nH]c(=O)c1C(c1ccc(Br)cc1)C(C#N)C#N (stereo not given)	-3	2	-16[20 µM]	-3	-2	-11	0	6	3
CCCCNC(=O)CSc1nc2cc3c(cc2c(=O)n1Cc1ccco1)OCO3	3	4	-12	-1	8	-1	4	8	5
Cn1c(-c2ccc(F)cc2)cnc1SCC(=O)Nc1ccccc1	-3	-6	-13	-4	x	5	7	12	2
COc1ccnc(CSC(N)=Nc2ccc(F)cc2)c1	6	-2	-20[20 µM]	-6	16	7	3	9	4

Ordered by the number under NCF1 inh (highest first): 4 of the compounds above.
molecule | NCF1 inh
CC(C)(C)n1nc2c(c1NC(=O)COc1ccccc1F)CS(=O)(=O)C2 | -4
CCOC(=O)NC(=S)Nc1ccc(C(C)(C)C)cc1Br | -12
COc1nc(-c2ccc(Cl)cc2)ccc1-c1noc(-c2ccco2)n1 | -40
Clc1ccc(OCCn2c(-c3ccco3)nc3ccccc32)cc1 | -48

New compounds follow.
SMILES	p97 ATPase inh	Ba/F3 V617F tox	Furin inh	NCF1 inh	PPC-1+TRAIL kill	RBBP9 inh	Tb hexokinase	PGE2 EP2 inh	BaF3 parental
CCc1c(C)[nH]c2nc3ccccc3n2c1=O	-4	-1	-14[20 µM]	-15	-9	-7	-12	12	3
Cc1cc(C)c(NC(=O)C2=CCN(S(=O)(=O)c3ccc(F)cc3)CC2)c(C)c1	4	-4	-21	-3	2	3	-1	7	4
Cc1cc(Oc2ccc(=O)n(C)n2)nc(Oc2ccc(=O)[nH]n2)n1	4	-2	-7	-5	-2	5	-3	-3	1
COc1ccccc1NC(=O)c1cc(Cl)nnc1Cl	2	1	-19	-1	28	-2	-7	4	4
O=C(Nc1c(C(=O)O)[nH]c2ccc(F)cc12)c1cccc(C(F)(F)F)c1	4	-3	-14	-5	14	-7	3	11	-3
O=C(Nc1ccc(F)cc1)c1c(Cl)nc2ccccn12	4	-1	-30	-3	-7	-7	2	5	8
CCn1c(NC(=O)c2ccccc2F)c(-c2cccs2)c(=O)c2ccccc21	8	-3	-14	1	24	3	-34	2	2
Cc1cccc2sc(NC(=O)CN(C)S(=O)(=O)c3cccs3)nc12	-2	-3	-7[20 µM]	-7	-12	1	-3	17	2
O=C(CCc1ccccc1)Nc1nnc(-c2ccc3c(c2)OCCO3)o1	0	3	-23	-6	4	1	-6	5	6
COc1cccc(N2CCN(CC(=O)Nc3nc4c(s3)CC(C)CC4)CC2)c1 (stereo not given)	4	0	-18	-18	-33	-9	5	5	5
CCOC(=O)N1CCC(Nc2c(N3CCN(c4cccc(C(F)(F)F)c4)CC3)c(=O)c2=O)CC1	-3	-1	-26	-1	14	-5	6	6	2
Cc1ccnn1CC(=O)N/N=C/c1cccs1	7	-2	-9	-3	10	-6	10	12	3
CCOc1cccc(/C=C/c2cc(C(=O)O)c3ccccc3n2)c1OC	1	-2	-9	-10	71*[5 µM]	-3	-54	7	2
COc1ccc(N2C(=O)C(F)(F)C2c2ccc(C)cc2)cc1OC (stereo not given)	-5	5	-22	1	-6	-12	1	1	9
COC(=O)c1ccc(CN2CCN(C3CCCCC3)C(CCO)C2)cc1 (stereo not given)	3	2	-23	-1	-11	-5	5	3	2
Oc1ccccc1CNc1cnc2ccccc2c1	1	0	-19[20 µM]	-4	24	0	-2	10&17	5
COc1ccc(COc2cc(-c3cccc(OC)c3)nc3ccc(NC(=O)c4ccc(C)cc4)cc23)cc1	3	5	-17	-17	17	-11	-19	9	11
Cc1ccc(S(=O)(=O)NC(CC(=O)n2nc(C)cc2C)c2ccccc2)cc1 (stereo not given)	-7	-3	1[20 µM]	-13	31	-10	-8	8	4
Nc1nnc(Cc2c[nH]c3ccccc23)s1	2	-2	-10	-28	-8	-4	1	10	4
COc1ccc2nc3sc(C(=O)NCc4cccs4)c(N)c3cc2c1	5	-3	-8	-13	13	-2	-3	18	2
CCn1cc(C(=O)NCC2CCCO2)c(=O)c2cc(S(=O)(=O)N3CCCCC3)ccc21 (stereo not given)	2	2	-19	-198	1	5	-12	3	7
Cc1ncc(CN2CCC(CO)(CCc3ccccc3)CC2)s1	-1	0	-27	-5	-10	-1	-8	3	-1
O=C1OC(c2ccccc2)c2ccccc21 (stereo not given)	4	-2	-21	4	8	-4	6	14	3
COc1ccc(Br)cc1C(=O)Nc1ccc(C(=O)NCC(C)C)cc1	-2	2	-21	-5	17	-1	-6	7	4
COc1ccc(/C=C2\SC(=S)N(CC(=O)Nc3nnc(C)s3)C2=O)cc1	4	-3	3	-57	-12	2	3	7	6
Additional results:
SMILES	p97 ATPase inh	Ba/F3 V617F tox	Furin inh	NCF1 inh	PPC-1+TRAIL kill	RBBP9 inh	Tb hexokinase	PGE2 EP2 inh	BaF3 parental
COc1cccc(NC(=O)COC(=O)c2nc3nccc(C)n3n2)c1	1	-2	-4[20 µM]	-13	13	-9	2	11	0
CSc1ccccc1NC(=O)CN(C)CC(=O)Nc1ccccc1F	5	-3	-24	-4	28	-1	5	4	5
Cc1nnc(NC(=O)CSc2nc3ccccc3o2)s1	-1	3	-11[20 µM]	10	-5	-3	3	20	2
O=C(CCCN1C(=O)/C(=C/c2cccs2)SC1=S)NNC(=O)c1cccnc1	4	-5	-27	-15	6	-5	-12	9	-5
CCN(CC)C(=O)C(=O)c1cccn1-c1ccccc1C#N	1	1	-4[20 µM]	3	8	21*	-6	8	3
CC(=Nc1ccc(C)c(C)c1)C1=C(O)CSC1=O	-3	4	-17	-5	0	-2	-10	19	3
O=C(Nc1ccc(NC(=O)c2ccco2)cc1)c1cnccn1	2	0	-2	-10	-3	-11	-32	14	2
S=C1CCSc2ccc(Cl)cc2N1	-8	1	-8[20 µM]	-1	-4	2	-1	x	1
COc1cccc(/C=N/N2C(=O)C3C4c5ccccc5C(c5ccccc54)C3C2=O)c1OC (stereo not given)	6	-2	-14	-2	-16	-3	6	6	4
COc1ccc(Cn2c(SCc3cc(C)ccc3C)nc3cc(OC)c(OC)cc3c2=N)cc1	-4	3	-2[20 µM]	66*	18	-7	-8	6	4
CC1(C)CN(c2ccccc2)N(C(=O)c2ccc(C#N)cc2)C1=O	-6	1	-21[20 µM]	5	14	-14	2	x	6
CCOC(=O)N1CCN(CCC(=O)c2ccc(Cl)cc2)CC1	-6	2	-13[20 µM]	-14	5	-10	2	12	0
Cn1ncc(C#N)c1/N=C/N1CCCC1	1	-4	-25[20 µM]	-2	2	4	-1	10	2
CCC1=NN(C(=O)CCc2ccc3c(c2)OCO3)C(O)(C(F)(F)F)C1 (stereo not given)	4	-2	-24	-1	-8	2	3	9&9	-3
Cc1ccc(-c2nc(CN(C)C3CCOC3)c(C)o2)s1 (stereo not given)	4	2	-20	-2	6	-1	-4	6	8
CCCCCCCCCC(=O)NNC(=O)c1c(O)c2ccccc2n(CC)c1=O	6	-1	-34	3	22	-13	2	10	2
CCN(CC)S(=O)(=O)c1ccc(OC)c(N)c1	1	-1	-22	-13	-4	-6	-6	11	2
Cc1occc1C(=O)N1CCN(C(c2ccccc2)c2ccccc2)CC1	-3	4	-8[20 µM]	-20	6	1	-4	2	4
CC(C)N1CCN(Cc2cccc(-n3cccn3)c2)CC1CCO (stereo not given)	0	0	-22	-8	11	-7	4	7	5
O=C1N/C(=N/O)S/C1=C/c1cccnc1	2	3	-4	0	11	-2	-34	7	9
N#CC1(c2ccc(NC(=O)c3ccccc3F)cc2)CCCC1	-8	6	-11	0	37	-5	-1	9	8
COc1ccc(Nc2oc(COc3ccc(Cl)cc3)nc2C#N)cc1	-2	3	-7[20 µM]	-13	9	-7	4	9	2
O=C(CCC(=O)N1CCN(c2ccccc2)CC1)Nc1nnc(C2CCCCC2)s1	0	-3	-23	-2	-11	3	-2	5	-5

Entries listed above marked active in NCF1 inh.
Molecule | p97 ATPase inh | Furin inh | NCF1 inh | RBBP9 inh | Tb hexokinase
COc1ccc(Cn2c(SCc3cc(C)ccc3C)nc3cc(OC)c(OC)cc3c2=N)cc1 | -4 | -2[20 µM] | 66* | -7 | -8

A second format for two compounds above:
Each structure is followed by: p97 ATPase inh | Ba/F3 V617F tox | Furin inh | NCF1 inh | PPC-1+TRAIL kill | RBBP9 inh | Tb hexokinase | PGE2 EP2 inh | BaF3 parental
CCN(CC)S(=O)(=O)c1ccc(OC)c(N)c1
  1 | -1 | -22 | -13 | -4 | -6 | -6 | 11 | 2
Cc1occc1C(=O)N1CCN(C(c2ccccc2)c2ccccc2)CC1
  -3 | 4 | -8[20 µM] | -20 | 6 | 1 | -4 | 2 | 4

A portion of the library; the hit share may differ from the screen's.
